H9c2 TAG inh: inhibitors of triacylglycerol accumulation, primary screen, cell-based, uHTS, fluorescence, H9c2. AID 651582, 2012. inhibition, % at 12.5 µM. H9c2 cells, Nile Red lipid (TAG) fluorescence; cells loaded with 200 µM oleic acid. 230,000 tested, 0.66% active;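 active = pattern-corrected inhibition of lipid staining of at least 50% with the nuclear-stain viability signal not falling by more than 50%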;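 also: 0% = DMSO wells and 100% = triacsin C control wells; some results filed as inactive read as strong as hits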
H9c2 TAG inh DAPI viability: recorded beside H9c2 TAG inh, whose call it bears; DAPI nuclei signal change (viability), lower = more cytotoxic, %;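 whole-well DAPI fluorescence read on a plate reader as a viability signal; minus 50 percent equals half of cells still viable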
* = called active by the depositor; i = inactive; & = joins results of further samples.

molecule | H9c2 TAG inh | H9c2 TAG inh DAPI viability
O=C(O)c1ccc(-n2cc(-c3cc4ccccc4oc3=O)[nH]c2=S)cc1 | 6 | 32
CC(C)Oc1ccc2ccccc2c1CNC[C@H]1O[C@@H](n2cnc(C(N)=O)n2)[C@H](O)[C@@H]1O | 2 | 1
Cc1cc(C)n(CC(=O)NC2C(=O)N3C(C(=O)O)=C(CSc4nnc(C)s4)CSC23)n1 (stereo not given) | 5 | -1
O=C(CSc1nnc2c(n1)[nH]c1ccccc12)Nc1ccc(S(=O)(=O)Nc2ncccn2)cc1 | 0 | -2
Cc1cccc(C)c1NC(=O)C(c1ccccc1)N1CCOCC1 (stereo not given) | 11 | -11
CCN=C1S/C(=C\c2ccc(-c3cccc(C(=O)O)c3)o2)C(=O)N1CC | 3 | 2
CCc1ccc2[nH]c(=O)c(CN(CCN(CC)CC)C(=O)NC3CCCCC3)cc2c1 | 11 | 4
Cc1cc(NC(=O)NN2CCOCC2)nn1-c1c(Cl)cccc1Cl | -4 | 2
O=C1Nc2ccccc2N=C(c2ccccc2)C1N1CCOCC1 (stereo not given) | -5 | 2
CCCCC1(C)NC(=O)N(CC(=O)Nc2ccc(Cl)cc2C)C1=O (stereo not given) | -8 | -7
CCOC(=O)C1=C(COC(=O)/C=C/c2ccccc2)NC(=O)NC1C (stereo not given) | -17 | 7
C[C@H]1CN([C@@H](C)CO)C(=O)Cc2cc(NC(=O)CCC(F)(F)F)ccc2O[C@H]1CN(C)S(C)(=O)=O | -9 | -13
COCCOC(=O)c1c(NC(=O)CN2c3ccccc3CC2C)sc(C(N)=O)c1C (stereo not given) | -5 | -4
Cn1c2ccccc2c(=O)c2c(=O)n(-c3ccccc3)c(-c3ccc(C(C)(C)C)cc3)nc21 | 16 | -1
CCOc1cc(/C=N/O)cc(Cl)c1OC | -4 | 9
C=C(C)C1CC=C(C)/C(=N\NC(=O)CCc2ccccc2)C1 (stereo not given) | -19 | -4
CCCS(=O)(=O)NC(=O)C1(C)CCCN(C(=O)c2cc(OC)ccc2Br)C1 (stereo not given) | 10 | -6
CN(C(=O)CSc1nnnn1-c1ccc(O)cc1)C1CCCCC1 | -2 | -4
CCOc1ccccc1OCC(=O)Nc1ccc(S(=O)(=O)N(C)C)cc1 | -39 | -5
COc1ccc2oc(C(=O)c3ccccc3)c(NC(=O)CN3CCN(C)CC3)c2c1 | 17 | 17
CCOc1ccc2ccccc2c1C(=O)Nc1cc(=O)n(C)c(=O)n1C | 5 | -1
O=S1(=O)NC(C2CC2c2ccccc2)CCO1 (stereo not given) | -1 | 6
CC1CCN(c2nc3ccc(C(=O)NCCCN4CCCCC4)cc3s2)CC1 | 12 | -9
Cc1ccc([C@@H]2[C@@H]3C(=O)N(C)C(=O)[C@@H]3[C@]3(C)C(=O)N(Cc4ccccc4)CC(=O)N23)o1 | 20 | -5
O=C(Nc1cccc(N2C(=O)C=CC2=O)c1)c1cccs1 | -4 | 7

The listing continues:
molecule | H9c2 TAG inh | H9c2 TAG inh DAPI viability
COCCNC(=O)c1ccc(C)cc1C | 18 | -7
CN1CCCN(C(=O)CNC(=O)Cc2ccccc2)CC1 | 2 | -2
O=c1[nH]c(/C(Cl)=C/c2cccc(F)c2)nc2cc(C(F)(F)F)ccc12 | 5 | 14
Cc1nc(-c2ccccc2)nc(Cl)c1Cl | -2 | 4
CC(C)c1ccc(NC(=O)C2CCCN(S(=O)(=O)c3cnc[nH]3)C2)cc1 (stereo not given) | 15 | -1
CCC1(CC)Cc2ccccc2-c2nc(-c3ccccc3)oc(=O)c21 | -9 | -3
COc1ccc(/C(C)=N/NC(=O)CNC(=O)Cc2ccccc2)c(OC)c1 | 5 | 4
c1ccc2c(c1)cnc1ccccc12 | 12&-6 | -6&5
Cc1ccsc1CNS(=O)(=O)c1ccc(F)cc1 | -14 | 5
O=C(c1ccc(Cn2c(=O)[nH]c3ccccc3c2=O)cc1)N1CCN(c2ccc(F)cc2)CC1 | -54 | 10
COc1cccc(NC(=O)COC(=O)c2nc(Cl)ccc2Cl)c1 | 4 | 0
Cc1nc(SCc2ccccc2)c2oc3ccccc3c2n1 | -4 | 11
O=C(NC(=S)NCc1ccc(Cl)cc1)c1ccco1 | 8 | -4
O=C(NCc1ccccc1)C(c1ccco1)N(C(=O)c1ccccn1)c1ccc(F)cc1 (stereo not given) | -20 | 5
COc1ccc(-n2nc(C)c3sc(C)nc3c2=O)cc1 | 0 | 4
O=C(c1ccc2c3n(nc2c1)-c1ccccc1CO3)N1CCOCC1 | 6 | -8
COc1ccc(N2CCN(C(=O)c3cccc(S(=O)(=O)N4CCCc5ccccc54)c3)CC2)cc1 | -20 | 3
CC1(N=Cc2cc(Cl)ccc2O)COP(=O)(Nc2ccccc2)OC1 (stereo not given) | 10 | -8
COc1ccc(C=CC(=O)c2ccc([N+](=O)[O-])cc2)cc1 | -4 | 15
Cc1noc(C)c1S(=O)(=O)NC(=O)C1(C)CCN1C(=O)C1(c2ccc(Cl)cc2)CC1 (stereo not given) | -6 | 11
CCOc1ccc(NC(=O)CSc2nnc(Cn3c(=O)sc4ccccc43)n2C)cc1 | -21 | -1
COC(=O)c1c(-c2ccc(N(C)C)cc2)sc2ccc(OC)cc12 | -85 | i
CCn1nnnc1NCc1cccn1C | 24 | -5
CS(=O)(=O)Nc1ccc(-c2cc(/C=C3\SC(N)=NC3=O)c[nH]c2=O)cc1 | 1 | 9
COc1ccc(NS(=O)(=O)c2cc3c4c(c2)CCN4C(=O)CC3)c(OC)c1 | -3 | -3

(listing goes on)
SMILES | H9c2 TAG inh | H9c2 TAG inh DAPI viability
COc1ccc(CCNC(=O)C(=O)NCC2OCCN2S(=O)(=O)c2ccc(OC)cc2)cc1 (stereo not given) | 13 | 0
Cc1cccc(C)c1Cn1c(C)c(C(=O)NCCC#N)sc1=O | -1 | 3
CCc1cccc(CC)c1NC(=O)c1ccccc1 | -13 | 1
CCN1CCN(C(c2ccc(OC)c(OC)c2)c2nnnn2C(C)(C)C)CC1 (stereo not given) | 6 | -7
Cc1ccc(C2(C)NC(=O)N(CC(=O)NCCN3C(=O)S/C(=C\c4cccnc4)C3=O)C2=O)cc1 (stereo not given) | 4 | 2
COC(C(=O)N/N=C(\C)CC(=O)Nc1ccc(Cl)cc1C)c1ccccc1 (stereo not given) | 5 | 7
OCCN1CCN(CC/C=C2/c3ccccc3Sc3ccc(Cl)cc32)CC1 | 2 | 36
CCOc1ccc(CCNC(=O)C2CC(=O)N(Cc3ccc(C)cc3)C2)cc1OCC (stereo not given) | 26 | -3
Cc1ccc(NC(=O)CSc2nnc(CCC(=O)O)c(=O)[nH]2)cc1 | 10 | -12
C/C(=N\NC(=O)C1(C)CC1(Br)Br)c1cccc(NC(=O)c2ccc(C)o2)c1 (stereo not given) | 9 | 1

28 consecutive records already listed:
SMILES | H9c2 TAG inh | H9c2 TAG inh DAPI viability
c1ccc2c(c1)cnc1ccccc12 | 12&-6 | -6&5
Cc1ccsc1CNS(=O)(=O)c1ccc(F)cc1 | -14 | 5
O=C(c1ccc(Cn2c(=O)[nH]c3ccccc3c2=O)cc1)N1CCN(c2ccc(F)cc2)CC1 | -54 | 10
COc1cccc(NC(=O)COC(=O)c2nc(Cl)ccc2Cl)c1 | 4 | 0
Cc1nc(SCc2ccccc2)c2oc3ccccc3c2n1 | -4 | 11
O=C(NC(=S)NCc1ccc(Cl)cc1)c1ccco1 | 8 | -4
O=C(NCc1ccccc1)C(c1ccco1)N(C(=O)c1ccccn1)c1ccc(F)cc1 (stereo not given) | -20 | 5
COc1ccc(-n2nc(C)c3sc(C)nc3c2=O)cc1 | 0 | 4
O=C(c1ccc2c3n(nc2c1)-c1ccccc1CO3)N1CCOCC1 | 6 | -8
COc1ccc(N2CCN(C(=O)c3cccc(S(=O)(=O)N4CCCc5ccccc54)c3)CC2)cc1 | -20 | 3
CC1(N=Cc2cc(Cl)ccc2O)COP(=O)(Nc2ccccc2)OC1 (stereo not given) | 10 | -8
COc1ccc(C=CC(=O)c2ccc([N+](=O)[O-])cc2)cc1 | -4 | 15
Cc1noc(C)c1S(=O)(=O)NC(=O)C1(C)CCN1C(=O)C1(c2ccc(Cl)cc2)CC1 (stereo not given) | -6 | 11
CCOc1ccc(NC(=O)CSc2nnc(Cn3c(=O)sc4ccccc43)n2C)cc1 | -21 | -1
COC(=O)c1c(-c2ccc(N(C)C)cc2)sc2ccc(OC)cc12 | -85 | i
CCn1nnnc1NCc1cccn1C | 24 | -5
CS(=O)(=O)Nc1ccc(-c2cc(/C=C3\SC(N)=NC3=O)c[nH]c2=O)cc1 | 1 | 9
COc1ccc(NS(=O)(=O)c2cc3c4c(c2)CCN4C(=O)CC3)c(OC)c1 | -3 | -3
COc1ccc(CCNC(=O)C(=O)NCC2OCCN2S(=O)(=O)c2ccc(OC)cc2)cc1 (stereo not given) | 13 | 0
Cc1cccc(C)c1Cn1c(C)c(C(=O)NCCC#N)sc1=O | -1 | 3
CCc1cccc(CC)c1NC(=O)c1ccccc1 | -13 | 1
CCN1CCN(C(c2ccc(OC)c(OC)c2)c2nnnn2C(C)(C)C)CC1 (stereo not given) | 6 | -7
Cc1ccc(C2(C)NC(=O)N(CC(=O)NCCN3C(=O)S/C(=C\c4cccnc4)C3=O)C2=O)cc1 (stereo not given) | 4 | 2
COC(C(=O)N/N=C(\C)CC(=O)Nc1ccc(Cl)cc1C)c1ccccc1 (stereo not given) | 5 | 7
OCCN1CCN(CC/C=C2/c3ccccc3Sc3ccc(Cl)cc32)CC1 | 2 | 36
CCOc1ccc(CCNC(=O)C2CC(=O)N(Cc3ccc(C)cc3)C2)cc1OCC (stereo not given) | 26 | -3
Cc1ccc(NC(=O)CSc2nnc(CCC(=O)O)c(=O)[nH]2)cc1 | 10 | -12
C/C(=N\NC(=O)C1(C)CC1(Br)Br)c1cccc(NC(=O)c2ccc(C)o2)c1 (stereo not given) | 9 | 1

Remaining list, next part:
SMILES | H9c2 TAG inh | H9c2 TAG inh DAPI viability
Cc1nn(-c2ccccc2)c2sc(C(=O)N3CCOCC3)cc12 | 35 | -22
CC[C@@H](C)[C@@H](C(=O)N1CCN(C(=O)OC(C)(C)C)CC1)n1cc(CCC(=O)O)nn1 | -7 | -7
COC(=O)c1ccc(CNC(=O)c2cc(S(=O)(=O)NCc3ccccc3)ccc2C)cc1 | 15 | 12
Cc1cc(NC(=O)c2ccc(-c3ccccc3F)o2)no1 | 4 | -1
Cc1ccc(C)c(OCC(=O)Nc2ccc3c(c2)OCO3)c1C | 8 | 3
COCCCn1c(=O)c2sccc2n(Cc2ccccc2C)c1=O | 5 | 1
CCOC(=O)C1CCN(C(=O)c2ccc3c(SCC(=O)O)c4c(nc3c2)CCCC4)CC1 | 8 | -3
S=c1[nH]nc(-c2ccc3ccccc3n2)n1-c1ccc2c(c1)OCCO2 | 0 | 9
CCC(C(=O)OC)(C(=O)OC)c1ccc([N+](=O)[O-])cc1 | -10 | 6
COc1ccc(CN2CCC[C@]3(N[C@H](c4ccccc4)[C@@H]4C(=O)N(Cc5ccccc5)C(=O)[C@@H]43)C2=O)cc1 | -3 | -1

The list goes on.
SMILES | H9c2 TAG inh | H9c2 TAG inh DAPI viability
Cc1ccc(-c2n[nH]c(=S)n2-c2ccccc2)cc1 | 18 | -7
O=c1[nH]n(-c2cccc(Cl)c2)c2ncccc12 | 0 | -5
CN(C)c1ccc(S(=O)(=O)c2ccc(Cl)cc2)cc1 | -15 | 7
CCOC(=O)C1(CCCc2ccccc2)CCN(C(=O)c2cc(C)nc(C)n2)CC1 | -5 | -2
Cc1ccc(NC(=O)CCC(=O)N2CCOCC2)nc1 | -15 | 5
Cc1cc2c(NC(=O)Nc3ccc(C(C)(C)C)cc3)cccc2nn1 | 0 | -4
COc1ccc(N2C(=S)NC(C)(C)CC2(C)c2ccc(OC(C)=O)cc2OC(C)=O)cc1 (stereo not given) | 23 | -7
CCOc1ccc(N2C(=O)CC(NC3CCN(C(=O)c4ccc(F)cc4)CC3)C2=O)cc1 (stereo not given) | -1 | -3
O=C(NNc1ccccc1)Nc1cc(Cl)ccc1Cl | -20 | 8
Cc1ccccc1OCC(=O)Nc1cccc(S(=O)(=O)NC2=NCCCCC2)c1 | 2 | -4

(next part)
SMILES | H9c2 TAG inh | H9c2 TAG inh DAPI viability
CCOC(=O)/C(C#N)=C\c1ccc(O)c(OC)c1 | -6 | 1
CCOC(=O)c1sc2nc(C)n(CC(=O)NCC3CCCO3)c(=O)c2c1C (stereo not given) | 13 | -10
O=C1CCCC2=C1C(c1ccncc1)c1c(nc(SCc3ccccc3Cl)[nH]c1=O)N2 (stereo not given) | 10 | -9
O=[N+]([O-])c1ccccc1NS(=O)(=O)c1ccccc1 | 10 | -7
O=C(CCn1c(=O)c2ccccc2n(Cc2cccnc2)c1=O)NCc1ccc2c(c1)OCO2 | 5 | 7
CCN(CC)c1nc2ccccc2[nH]c1=O | -3 | -2
CCCN(CCC)C(=O)c1cc(S(=O)(=O)N2CCCCC2)c[nH]1 | -7 | 0
CC(=O)N1CCc2c(sc(NC(=O)c3ccc([N+](=O)[O-])o3)c2C(N)=O)C1 | 135 | -115
N#CC1=C(N)Oc2ccccc2C12C(=O)Nc1n[nH]c(-c3ccccc3)c12 (stereo not given) | -6 | 1
CCCCN(C(=O)c1cc2c(s1)CCCC2)c1c(N)n(CCC)c(=O)[nH]c1=O | 0 | -8
CN(C(=O)c1ccc(NC(=O)Cc2ccc(NC(=O)C3CCN(C(=O)C4CCCC4)CC3)cc2)cc1)C1CCCC1 | -29 | 19
O=C(CCNS(=O)(=O)c1ccccc1)OCC(=O)c1ccc(F)cc1 | -8 | -12

Screening data as filed in PubChem.

Only part of the results is shown; count on the stated rates, not on these rows.
